PG9 Ab binder = small molecules binding HIV-1 gp120 antibody PG9 | TR-FRET gp120-PG9 antibody binding | inhibition, % at 6.7 µM | hit rate 0.43% among 360,000; in the data active = inhibition above about 8.5%
ABHD4 inh = ABHD4 (mouse) inhibition, primary FP screen. Q8VD66. purified mABHD4, FP-Rh probe fluorescence polarization. inhibition, % at 8.92 µM. hit rate 0.54% among 370,000. AID 720543;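 active = inhibition exceeding the mean over every tested compound plus 3 SD, cut at about 30% in these data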;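 also: 0% = plate median of compound wells and 100% = S159A mutant with DMSO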
Target sequence (Q8VD66 whole entry, looked up): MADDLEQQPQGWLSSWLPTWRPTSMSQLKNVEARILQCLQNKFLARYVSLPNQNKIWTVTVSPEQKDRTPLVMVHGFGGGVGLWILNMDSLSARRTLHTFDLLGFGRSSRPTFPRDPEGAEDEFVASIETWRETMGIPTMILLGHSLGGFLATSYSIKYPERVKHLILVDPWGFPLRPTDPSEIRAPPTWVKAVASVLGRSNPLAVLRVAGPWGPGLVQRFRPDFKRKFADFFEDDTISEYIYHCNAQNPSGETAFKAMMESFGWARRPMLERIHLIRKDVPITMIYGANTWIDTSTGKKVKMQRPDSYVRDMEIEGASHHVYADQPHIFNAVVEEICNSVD
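Test system: mouse ABHD4 enzyme, wild type. Reagent: FP-Rh fluorescent activity-based probe, added after compound pre-incubation. Timing: pre-incubation 45 min, probe exposure 60 min, at 25 °C. Technique: FP readout, ex 525 nm / em 598 nm. Benchmarks: high control S159A mutant with DMSO, low control median of compound wells.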
rCAG RNA binder = binds r(CAG) RNA repeats; r(CAG) RNA repeat, TO-PRO-1 dye displacement fluorescence; inhibition, % at 3 µM; hit rate 1.3% among 370,000;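 active = inhibition above the plate cutoff, the mean of all test compounds on that plate plus 3 SD, cut at about 35% in these data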;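 also: 0% = DMSO alone and 100% = 100 µM mitoxantrone as full dye displacement; higher means more dye released from RNA so lower well fluorescence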
TDP2 inh = blocks human TDP2 phosphodiesterase activity | recombinant TDP2, T5PNP hydrolysis, p-nitrophenol absorbance 415 nm | inhibition, % at 12.8 µM | hit rate 0.34% among 370,000 | AID 720702;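 active = inhibition above the mean of all tested compounds plus 3 SD, set per campaign, cut at about 25% in these data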;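 also: 0% = DMSO with enzyme and 100% = buffer with substrate but no TDP2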
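Test system: human TDP2 enzyme; Input: 120 nM TDP2 per well; Buffer or medium: Mg2+-containing Tris-HCl buffer, pH 7.5; Reagent: 5 mM T5PNP; Dosing: 12.8 µM single point, 1% DMSO; Incubation: reaction 2 h, 37 °C; Detection: p-Nitrophenol epi absorbance; Read-out: % inhibition relative to enzyme-containing and enzyme-free wells; Replicates: single well per compound.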
TCR CD3 inh = human TCR-CD3 binding inhibition. inhibition, % at 9.4 µM. TAMRA-labeled TCR probe fluorescence, biochemical. hit rate 0.37% among 360,000. AID 651800; in the data active = inhibition above about 19%;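 also: recombinant mutant TCR 2C K166C tagged with TAMRA read by polarization; 0% = receptor in buffer alone and 100% = receptor with positive control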
SIAE inh = human SIAE inhibition, primary screen. Q9HAT2. SIAE FP-Rh probe binding, fluorescence polarization. inhibition, % at 9.66 µM. hit rate 0.69% among 370,000;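 active = inhibition above a cutoff: mean of compounds within the control limits plus 3 SD of those, cut at about 17% in these data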;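 also: 0% = plate median of compound wells and 100% = probe without SIAE protein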
Target sequence (Q9HAT2 whole entry, looked up): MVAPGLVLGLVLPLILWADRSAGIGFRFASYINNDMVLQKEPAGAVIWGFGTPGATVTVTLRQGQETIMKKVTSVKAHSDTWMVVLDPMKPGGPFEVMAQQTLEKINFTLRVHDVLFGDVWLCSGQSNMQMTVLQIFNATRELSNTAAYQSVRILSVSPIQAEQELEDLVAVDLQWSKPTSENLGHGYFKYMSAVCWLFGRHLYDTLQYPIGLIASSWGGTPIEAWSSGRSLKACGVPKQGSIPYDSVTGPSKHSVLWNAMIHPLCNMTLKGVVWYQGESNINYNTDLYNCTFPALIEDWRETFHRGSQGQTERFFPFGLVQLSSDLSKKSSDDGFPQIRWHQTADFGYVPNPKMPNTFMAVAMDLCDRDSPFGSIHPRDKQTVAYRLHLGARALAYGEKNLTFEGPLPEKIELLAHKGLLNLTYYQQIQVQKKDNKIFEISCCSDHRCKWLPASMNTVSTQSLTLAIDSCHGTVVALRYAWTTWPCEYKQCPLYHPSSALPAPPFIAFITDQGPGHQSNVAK
LEDGF integ inh = blocks HIV-1 LEDGF/p75-dependent DNA integration; TR-FRET IN-LEDGF/p75 DNA integration, Eu/Cy5; inhibition, % at 3.7 µM; hit rate 0.64% among 370,000; AID 743269;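 active = inhibition above the screen-wide mean plus 3 SD, cut at about 13% in these data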;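 also: signal is the Cy5 over europium emission ratio at 671 and 618 nm; 0% = plate median of compound wells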
PRMT1 FP inh = inhibitors of human PRMT1; recombinant PRMT1, activity-based probe fluorescence polarization; inhibition, % at 2.79 µM; hit rate 1.3% among 370,000; AID 652257;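 active = inhibition above about 21% made by adding two undisclosed values, limit read from the data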
HTRA1 inh = HTRA1 (human) protease inhibition; Q92743; hit rate 0.5% among 340,000; inhibition, % at 5.96 µM; recombinant HTRA1, FP-rhodamine activity-based probe, fluorescence polarization; in the data active = inhibition above about 36%;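 also: 0% = enzyme with DMSO and 100% = wells lacking enzyme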
NR1D1 modulator = modulators of human Rev-erb alpha DNA binding. hit rate 0.79% among 370,000. P20393. activity, % at 10 µM. Rev-erbα–FITC-DNA binding, fluorescence polarization, 90 min;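 active = activity above about 14%, limit read from the data; passing the limit was not always enough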;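 also: 0% = DMSO wells with 35 nM protein and 100% = DMSO wells with 750 nM protein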
* = called active by the depositor; · = no result given; & = joins results of further samples. The list is partial. The share of hits here may be higher or lower than overall.

SMILES | PG9 Ab binder | ABHD4 inh | rCAG RNA binder | TDP2 inh | TCR CD3 inh | SIAE inh | LEDGF integ inh | PRMT1 FP inh | HTRA1 inh | NR1D1 modulator
O=C(NCC1CCCO1)c1cccc(S(=O)(=O)Nc2ccccc2Cl)c1 (configuration not stated) | -1.7 | 3 | 3 | -8 | -4 | -1 | 0 | 0 | 1 | -3
COc1cc(OC)c(C2N(c3cc(C)on3)C(=O)C3CCCN32)cc1OC (configuration not stated) | 1.2 | -7 | -2 | -6 | -8 | -5 | 2 | 0 | 1 | -1
COc1cc(N=c2ssnc2Cl)cc(OC)c1 | 2.2 | 16 | 6 | 7 | -2 | 4 | -2 | 63* | 22 | 0
CCOc1ccccc1NC=C1C(=O)OC(C)(C)OC1=O | 0.6 | -9 | 2 | -1 | -6 | -3 | -4 | 4 | -5 | -5
COc1cc(OC)cc(C(=O)N2CCN(C(=O)c3cccs3)CC2)c1 | -0.3 | 1 | -1 | 5 | -6 | 2 | -4 | 0 | 2 | 3
Cc1c(CCC(=O)O)c(=O)oc2cc(OCc3ccccc3F)ccc12 | 7.5 | -5 | 18 | -1 | 4 | -6 | -2 | 4 | -4 | -1
CC(C)Oc1c(Br)cc(Br)cc1/C=N/NC(N)=S | 0.0 | -29 | 0 | -12 | 11 | 4 | 0 | 4 | -38 | -6
Cc1c(Br)c([N+](=O)[O-])nn1CC(=O)NCc1ccccc1 | 0.2 | -6 | 1 | -7 | 1 | 1 | 0 | -4 | 1 | -5
CCCCn1nnnc1C(c1ccccc1)N1CCc2ccccc2C1 (configuration not stated) | -2.4 | 3 | -1 | -13 | 1 | 4 | -1 | -1 | · | -5
COC(=O)c1ccc(/C=C/c2ccc3cccc(OC(C)=O)c3n2)cc1 | -1.7 | -12 | 3 | -9 | 7 | -7 | 5 | -1 | 2 | 0
CCOc1ccccc1NC(=O)CSc1nnnn1C1CCCC1 | -1.9 | 4 | -1 | 11 | 9 | 6 | 1 | -2 | -1 | -4
CCCCC(=O)Nc1ccnc(-c2cccnc2)n1 | -2.6 | -7 | 0 | -29 | -7 | -4 | 3 | -1 | -6 | -1
CC(C)(C)C1CCC(C(=O)NCC(c2cccs2)N2CCOCC2)CC1 (configuration not stated) | -0.7 | -6 | -11 | 1 | 6 | 5 | 4 | -4 | -3 | 4
Cc1ccc(Oc2ncccc2/C=N/OCc2ccc(Cl)c(Cl)c2)cc1 | -1.2 | 4 | 2 | 0 | 5 | -2 | 0 | 0 | -14 | 0
Cc1ccc(C)c2[nH]c(=O)c(CCNC(=O)c3ccc(S(=O)(=O)N4CCOCC4)cc3)cc12 | -0.7 | 4 | -3 | 15 | -6 | -2 | -3 | 1 | -4 | -2
CCOC(=O)Cn1nnc(-c2cccc(OC)c2)n1 | -0.8 | -1 | -1 | -11 | 0 | -2 | 1 | 0 | 2 | 11
CCN(CC)C(=O)C12CC3CC(CC(Br)(C3)C1)C2 | -2.5 | -2 | -4 | 0 | 0 | 2 | 6 | -3 | -9 | 4
O=C(CSc1nnc(COc2ccc(Cl)cc2)o1)Nc1nccs1 | 0.8 | 7 | 4 | 9 | -4 | -10 | 7 | -2 | 7 | -5
COc1ccc(C(NC(=O)C2CCN(Cc3cc(OC)cc(OC)c3)CC2)c2ccccn2)cc1 (configuration not stated) | -0.5 | -1 | 1 | 7 | 0 | -5 | 2 | -1 | · | 8
COC(=O)C(NC(=O)C(NC(=O)C1CCC(C)CC1)C(C)C)C(C)C (configuration not stated) | -0.1 | 0 | -5 | 2 | -5 | 1 | -8 | 8 | 4 | 0
C/C(=N\Nc1nc(C)cc(=O)[nH]1)C1CC1 | -0.9 | -1 | 0 | 8 | 4 | 1 | 4 | 1 | 6 | 1
Cc1ccc(/C(O)=C2\C(=O)C(=O)N(C)C2c2cccc([N+](=O)[O-])c2)cc1 (configuration not stated) | -2.4 | -1 | 3 | -17 | -14 | 0 | 5 | -4 | 0 | -1
COc1ccc(-c2nc3ccccc3c(=O)n2CCOc2c(C)cccc2C)cc1 | 0.0 | 1 | 1 | -3 | 7 | 1 | -2 | 0 | -5 | 2
COc1ccc(Oc2ncnc3c2ncn3Cc2ccccc2)cc1 | -2.3 | -2 | -8 | -4 | 2 | -2 | 0 | 2 | -1 | -4
Cn1c(Cn2nnc3ccccc32)nnc1SCC(=O)c1ccccc1F | 1.6 | -1 | -2 | -6 | 9 | -1 | -2 | 17 | -6 | 2
CCO[C@@H]1OC(C(=O)N2CCCCCCC2)=C[C@H](c2ccc(C(F)(F)F)cc2)[C@H]1CCCO | 2.5 | -18 | -2 | -14 | -6 | -2 | -1 | 4 | -8 | 3
COc1ccc(F)c(-c2nc(CN3CCN(C(=O)c4ccco4)CC3)c(C)o2)c1 | -0.2 | -4 | -7 | -1 | -3 | 8 | -2 | -1 | -8 | 5
COc1ccc(/C=N/NC(=O)C(=O)N2CCCCCC2)cc1 | 0.1 | -2 | 2 | 7 | 0 | 3 | 2 | -4 | 1 | -2
Cc1ccc2c(c1)cc1c(=O)n(CC(=O)N(C)c3ccccc3)nc(C)n12 | -1.8 | 3 | -3 | 1 | -2 | -2 | 0 | -8 | 2 | 5
CCc1ccc(C(=O)CCC(=O)Nc2cccc(S(=O)(=O)N3CCCCC3)c2)cc1 | 1.2 | -8 | 5 | 3 | -7 | -19 | 0 | 2 | -36 | -1
CCCn1c(=N)c(S(=O)(=O)c2ccccc2)cc2c(=O)n3cccc(C)c3nc21 | 2.1 | 1 | 1 | 16 | 0 | 0 | 0 | -3 | -5 | 12
CCS(=O)(=O)c1nc(S(=O)(=O)c2ccc(C)cc2)c(NCc2ccccn2)s1 | -1.1 | 2 | -4 | -12 | 6 | 5 | 4 | 1 | 0 | 7
CN(C)CCOc1ccc(/C(=C(/CCCl)c2ccccc2)c2ccccc2)cc1 | -1.6 | 22 | 1 | -9 | 5 | 7 | -1 | -1 | -6 | 2&-3
CC(C)CCN1C(Nc2ccccc2)=NC[C@@H]1Cc1ccccc1 | -2.1 | 3 | 4 | -7 | 0 | -1 | -3 | -2 | -1 | 2
COc1cc(/C=C2\SC(=O)N(c3ccc(O)cc3)C2=O)cc(OC)c1OC | -0.3 | 2 | -1 | 14 | 2 | 1 | -1 | 0 | 0 | -3
CCOc1cc(C(=O)CCC(=O)OCC(=O)N2c3ccccc3NC(=O)C2(C)C)ccc1O | 1.1 | -3 | -2 | -3 | 3 | 4 | -3 | -1 | 2 | 0
CCOc1ccc(NC(=O)c2csc3c2CCCC3)cc1 | -0.1 | 5 | 2 | 3 | -1 | -2 | -1 | -3 | -8 | 8
O=C(CCc1ccccc1-c1ccccc1CCNC(=O)c1c(F)cccc1F)NCc1ccccc1 | · | -20 | 1 | -1 | · | 8 | 10 | -2 | · | 4
CN(C)CCNc1nc(Oc2cccc(F)c2)c2sccc2n1 | -1.1 | 0 | 5 | -10 | -7 | 4 | 5 | -2 | · | 6
O=[N+]([O-])c1ccccc1S(=O)(=O)N1CCCCC1 | -0.6 | -3 | -1 | -2 | 2 | -1 | -3 | -1 | 2 | -8
COC(=O)c1cn(NC(=O)c2ccccc2[N+](=O)[O-])c(=O)c2ccccc12 | 1.8 | 4 | -1 | 1 | 5 | -2 | -7 | 3 | 4 | 0
Cc1cc(NC(=O)c2ccc(N3C(=O)C4C5C=CC(C5)C4C3=O)cc2)no1 (configuration not stated) | -1.7 | 7 | 19 | -2 | -6 | 2 | -1 | 0 | -4 | 0
Cc1c(NC(=O)CN2c3ccccc3CC2C)c(=O)n(-c2ccccc2)n1C (configuration not stated) | -2.3 | -9 | -2 | -13 | -10 | -4 | -6 | 14 | -2 | 0
CCN1CCN(S(=O)(=O)c2ccc(Cl)c(C(=O)N(C)Cc3cccc(Cl)c3Cl)c2)CC1 | -1.9 | -3 | -7 | -1 | 2 | 1 | 0 | 0 | -5 | 8
COc1cc(C(=O)O)c2ccccc2n1 | -2.0 | -2 | 0 | -1 | -4 | -1 | 2 | 3 | 1 | 8
O=C(NC1CCCCC1NC(=O)c1ccco1)c1ccco1 (configuration not stated) | -1.0 | 1 | 0 | 1 | 4 | 9 | 0 | -3 | 2 | 2
CC(C)NC(=S)N/N=C1\CCCCc2ccccc21 | 0.9 | 18 | -2 | 7 | -6 | 10 | -3 | 5 | -7 | -1
O=c1[nH]c(CSc2ncnc3sccc23)nc2ccccc12 | 0.3 | 2 | 12 | 21 | 2 | -7 | -1 | -3 | -5 | 2
CC[C@@H](C)[C@@H](C(=O)N1CCN(C(=O)OC(C)(C)C)CC1)n1cc(CCCN=C(NC(=O)OC(C)(C)C)NC(=O)OC(C)(C)C)nn1 | -0.5 | 5 | -8 | 0 | 2 | 1 | -2 | 1 | 1 | 4
CCCCN(CCCC)S(=O)(=O)c1ccc2[nH]c(=O)[nH]c2c1 | -1.5 | -16 | -3 | -12 | -2 | 2 | 4 | 1 | -6 | 0

As a working copy, some entries already given.
SMILES | PG9 Ab binder | ABHD4 inh | rCAG RNA binder | TDP2 inh | TCR CD3 inh | SIAE inh | LEDGF integ inh | PRMT1 FP inh | HTRA1 inh | NR1D1 modulator
Cc1cc(NC(=O)c2ccc(N3C(=O)C4C5C=CC(C5)C4C3=O)cc2)no1 (configuration not stated) | -1.7 | 7 | 19 | -2 | -6 | 2 | -1 | 0 | -4 | 0
Cc1c(NC(=O)CN2c3ccccc3CC2C)c(=O)n(-c2ccccc2)n1C (configuration not stated) | -2.3 | -9 | -2 | -13 | -10 | -4 | -6 | 14 | -2 | 0
CCN1CCN(S(=O)(=O)c2ccc(Cl)c(C(=O)N(C)Cc3cccc(Cl)c3Cl)c2)CC1 | -1.9 | -3 | -7 | -1 | 2 | 1 | 0 | 0 | -5 | 8
COc1cc(C(=O)O)c2ccccc2n1 | -2.0 | -2 | 0 | -1 | -4 | -1 | 2 | 3 | 1 | 8
O=C(NC1CCCCC1NC(=O)c1ccco1)c1ccco1 (configuration not stated) | -1.0 | 1 | 0 | 1 | 4 | 9 | 0 | -3 | 2 | 2
CC(C)NC(=S)N/N=C1\CCCCc2ccccc21 | 0.9 | 18 | -2 | 7 | -6 | 10 | -3 | 5 | -7 | -1
O=c1[nH]c(CSc2ncnc3sccc23)nc2ccccc12 | 0.3 | 2 | 12 | 21 | 2 | -7 | -1 | -3 | -5 | 2
CC[C@@H](C)[C@@H](C(=O)N1CCN(C(=O)OC(C)(C)C)CC1)n1cc(CCCN=C(NC(=O)OC(C)(C)C)NC(=O)OC(C)(C)C)nn1 | -0.5 | 5 | -8 | 0 | 2 | 1 | -2 | 1 | 1 | 4
